# Assay outcomes from PubChem BioAssay.
# Y pestis TopoI = Y. pestis Topo-I inhibition via cleavage products; Y. pestis Topo-I cleavage product accumulation, plate reader; activity, % at 10 µM; 360,000 tested, 0.064% active; in the data active = activity above about 50%, passing the limit was not always enough; inconclusive = no clear call, values can overlap the other calls; also: inactives centre near 2
# BoNT A protease = BoNT A light chain protease inhibition; inhibition, % at 10 µM; 360,000 tested, 0.17% active; multiplex microsphere protease substrate cleavage, flow cytometry; AID 588499; also: plate controls were buffer without enzyme for full effect and enzyme alone for no effect
# Anthrax LF prot = anthrax lethal factor protease inhibition; P15917; multiplex microsphere protease cleavage assay, LF; inhibition, % at 10 µM; 360,000 tested, 0.12% active; also: plate controls were buffer without enzyme for full effect and enzyme alone for no effect
# Target sequence (P15917 whole entry, looked up): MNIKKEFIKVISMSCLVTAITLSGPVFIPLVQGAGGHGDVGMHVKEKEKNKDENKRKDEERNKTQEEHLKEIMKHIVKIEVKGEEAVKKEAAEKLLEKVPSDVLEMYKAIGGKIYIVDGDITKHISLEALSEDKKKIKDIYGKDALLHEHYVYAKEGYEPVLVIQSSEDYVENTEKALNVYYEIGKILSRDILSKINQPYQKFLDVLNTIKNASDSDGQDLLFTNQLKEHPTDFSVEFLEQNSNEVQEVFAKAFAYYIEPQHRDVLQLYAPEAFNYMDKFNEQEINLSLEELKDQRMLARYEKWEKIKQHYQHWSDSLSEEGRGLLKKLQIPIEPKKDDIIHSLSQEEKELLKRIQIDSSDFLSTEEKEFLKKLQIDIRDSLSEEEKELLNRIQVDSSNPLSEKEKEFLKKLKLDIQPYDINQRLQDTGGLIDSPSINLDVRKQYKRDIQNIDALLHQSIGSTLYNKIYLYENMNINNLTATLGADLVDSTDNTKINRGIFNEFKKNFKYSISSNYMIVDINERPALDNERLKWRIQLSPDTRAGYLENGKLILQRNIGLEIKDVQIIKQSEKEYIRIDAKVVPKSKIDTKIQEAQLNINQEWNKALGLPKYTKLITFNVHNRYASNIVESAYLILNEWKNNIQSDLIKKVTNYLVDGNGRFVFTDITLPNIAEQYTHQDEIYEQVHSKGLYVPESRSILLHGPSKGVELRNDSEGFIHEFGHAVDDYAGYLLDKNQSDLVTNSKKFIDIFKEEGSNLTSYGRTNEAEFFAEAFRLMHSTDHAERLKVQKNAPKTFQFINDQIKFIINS
# PfHsp40 yeast = rescue of PfHsp40-mediated yeast toxicity; S. cerevisiae expressing PfHsp40, growth rescue, ATP luminescence; growth rescue, % at 12.5 µM; 340,000 tested, 0.68% active; AID 504582; in the data active = growth rescue above about 28%, passing the limit was not always enough; inconclusive = no clear call, values can overlap the other calls;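 also: yeast W303a lacking pdr1 and pdr3 grown in galactose medium; growth measured after three days at 30 °C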
# TcdB inh = inhibitors of Clostridioides difficile toxin B glycohydrolase. 350,000 tested, 0.24% active. P18177. TcdB glycohydrolase enzymatic assay, plate reader. inhibition, % at 9.99 µM; in the data active = inhibition above about 10%
# 3CLpro inhibitor = SARS-CoV 3CLpro protease inhibition; P0C6X7; recombinant SARS-CoV 3CLpro, quenched FRET peptide cleavage; inhibition, % at 6 µM; 290,000 tested, 0.14% active; AID 1706; in the data active = inhibition above about 12%
# SSB-PriA inh = inhibitors of Klebsiella pneumoniae PriA binding to SSB C-terminal tail; AlphaScreen SSBct-PriA binding, biotinylated peptide; inhibition, % at 33 µM; 430,000 tested, 0.6% active; AID 1272365; in the data active = inhibition mostly above about 37%, no sharp cut-off; inactive = mostly below about 20%;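 also: plate controls were negative control peptide for no effect and reference peptide for full effect; strong numbers were not always called active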
# PrPC surface inh = reduces human prion protein on the cell surface. inhibition, % at 13.8 µM. 370,000 tested, 0.43% active. cell surface PrPC, TR-FRET read-out. AID 720596; in the data active = inhibition above about 24%; also: 0% = median of the test wells and 100% = reference compound wells
# Vc quorum ag = quorum light induction in luxS cqsA deficient V. cholerae | 350,000 tested, 0.16% active | activation, % at 18.7 µM | V. cholerae BH1578 lux reporter, luminescence, 6 h; in the data active = activation mostly above about 9.7%, no sharp cut-off; inconclusive = no clear call, values can overlap the other calls; inactive = mostly below about 3.7%; also: not every result past the cut was called active; inactives centre near 0; reference of the scale not given here
# * hit, by the source's call; i = inactive; u = inconclusive; x = no result given; & = joins results of further samples. Rule as the data show it, unless noted: active = inhibition above about 30%; inconclusive = no clear call, values can overlap the other calls; inactive = below that.
no.	smiles	Y pestis TopoI	BoNT A protease	Anthrax LF prot	PfHsp40 yeast	TcdB inh	3CLpro inhibitor	SSB-PriA inh	PrPC surface inh	Vc quorum ag
1	COc1cc(C(=O)NCCNC(=O)c2ccc(C)nc2)cc(OC)c1OC	2.4	-1.4	7.6	0.2	-0.7	0.6	-0.9	-1.1	-0.3
2	CCCCOC(=O)C1=C(C)NC(=O)NC1c1ccc(OC)cc1 (stereo unspecified)	-3.6	-0.9	6.4	-0.7	2.4	3.3	-8.6	-3.0	-0.2
3	Cc1nnc(N/N=C/c2ccc(-c3ccc(Br)cc3)o2)n1N	-0.2	-0.1	0.2	-1.4	-0.1	-1.4	x	-9.6	-0.3
4	Cc1ccc(NC(=O)c2ccccc2)s1	-9.3	-1.7	-1.9	2.6	x	-1.7	-4.1	1.4	-2.0
5	O=C(NCc1cccnc1)c1ccc(NC(=O)c2cccc([N+](=O)[O-])c2)cc1	-1.3	-0.3	-6.4	-1.6	1.0	-5.3	-11.7	-24.2	0.8
6	COC(=O)NCC(c1cccnc1)N1CCN(c2ccccc2F)CC1 (stereo unspecified)	2.6	0.4	1.5	-0.7	1.0	0.2	-17.1	1.6	-1.3
7	O=C1CS/C(=C/C(=O)c2ccccc2)N1	5.5	0.3	-1.2	-0.9	x	2.4	2.5	-1.8	i
8	COC(=O)C(CC(C)C)NC(=O)c1ccc([N+](=O)[O-])cc1 (stereo unspecified)	5.5	0.3	-0.5	0.1	x	7.0	-3.9	-13.8	-6.7
9	CCCn1c(NC(=O)c2ccccc2)nc2ccccc21	1.7	-0.9	-1.8	4.4	x	-4.7	0.1	-7.1	-0.1
10	N#C/C(=C\c1ccccc1[N+](=O)[O-])C(=O)NCc1ccccc1	-6.1	u	-8.6	-1.4	1.0	5.2	-14.2	-9.5	-0.6
11	CCOc1ccc(C(=O)N2CCN(Cc3ccccc3)CC2)cc1OCC	19.6	-2.3	-9.8	-1.2	0.9	-2.1	-16.9	-6.5	-0.2
12	CCOc1ccc(C(=S)N2CCOCC2)cc1	0.6	-0.1	-1.3	-0.6	x	-1.1	-12.6	4.4	-0.5
13	CC(O)(c1cccc(F)c1)c1nc(-c2ccncc2)cs1 (stereo unspecified)	0.7	-0.5	-1.4	x	1.8	x	x	-2.7	-0.1
14	CCOC(=O)C1CCN(C(=O)C(CC)c2ccccc2)CC1 (stereo unspecified)	3.6	-0.3	2.0	-0.3	0.7	4.6	-0.6	-1.3	x
15	O=C(CSc1nnc2ccccn12)NNC(=O)c1ccc(Cl)cc1	5.4	-0.8	-2.9	-1.0	0.6	-5.0	7.7	3.0	i
16	O=C(Nc1ccccn1)c1cc2cc([N+](=O)[O-])ccc2s1	-2.8	-1.8	-4.4	0.3	-0.2	0.3	0.1	-0.8	-0.9
17	Cc1ccc2c(c1)CCCN2C(=O)c1cc(C)on1	8.5	0.7	1.4	-1.3	0.1	-3.1	-19.7	-1.4	i
18	O=c1cc(O)c2c(=O)[nH]c(=O)n(-c3ccccc3)c2[nH]1	-4.8	0.0	-5.8	0.0	x	6.0	-11.3	2.5	i
19	COc1ccc(NC(=O)Nc2ccc(F)cc2)cn1	6.2	-0.5	8.8	-1.0	0.3	-0.6	-2.0	11.4	-10.0
20	COc1ccc(N2CCN(C(CNC(=O)C(=O)NCc3ccc4c(c3)OCO4)c3ccco3)CC2)cc1 (stereo unspecified)	14.7	0.6	0.6	1.3	0.9	-2.7	-6.8	3.2	-0.1
21	CC1(C)CC(=O)C=C(Nc2ccccn2)C1	3.6	u	-0.7	-1.2	x	-2.4	-7.3	-1.4	i
22	C=Cn1ccnc1P(=S)(c1cc(N(CC)CC)ns1)c1nccn1C=C	-1.2	0.3	-5.6	1.5	x	0.0	-4.5	1.7	i
23	CS(=O)(=O)Cc1ccc(C(=O)NNC(=O)c2cc(-c3ccccc3)n[nH]2)cc1	-1.3	-0.3	-4.3	-0.3	3.3	x	-11.1	4.0	-5.0
24	O=S(=O)(c1ccc(-n2cnnn2)cc1)N1CCC(N2CCCCC2)CC1	1.3	-0.5	4.3	-0.5	0.9	1.3	0.7	-3.6	0.9

# Retrieved by structure from the list above, two records:
no.	smiles	Y pestis TopoI	BoNT A protease	Anthrax LF prot	PfHsp40 yeast	TcdB inh	3CLpro inhibitor	SSB-PriA inh	PrPC surface inh	Vc quorum ag
13	CC(O)(c1cccc(F)c1)c1nc(-c2ccncc2)cs1 (stereo unspecified)	0.7	-0.5	-1.4	x	1.8	x	x	-2.7	-0.1
17	Cc1ccc2c(c1)CCCN2C(=O)c1cc(C)on1	8.5	0.7	1.4	-1.3	0.1	-3.1	-19.7	-1.4	i

# Given screen by screen: entries from further up
[9] CCCn1c(NC(=O)c2ccccc2)nc2ccccc21
[10] N#C/C(=C\c1ccccc1[N+](=O)[O-])C(=O)NCc1ccccc1
[11] CCOc1ccc(C(=O)N2CCN(Cc3ccccc3)CC2)cc1OCC
[12] CCOc1ccc(C(=S)N2CCOCC2)cc1
[13] CC(O)(c1cccc(F)c1)c1nc(-c2ccncc2)cs1 (stereo unspecified)
[14] CCOC(=O)C1CCN(C(=O)C(CC)c2ccccc2)CC1 (stereo unspecified)
[15] O=C(CSc1nnc2ccccn12)NNC(=O)c1ccc(Cl)cc1
[16] O=C(Nc1ccccn1)c1cc2cc([N+](=O)[O-])ccc2s1
assay / compound,9,10,11,12,13,14,15,16
Y pestis TopoI,1.7,-6.1,19.6,0.6,0.7,3.6,5.4,-2.8
BoNT A protease,-0.9,u,-2.3,-0.1,-0.5,-0.3,-0.8,-1.8
Anthrax LF prot,-1.8,-8.6,-9.8,-1.3,-1.4,2.0,-2.9,-4.4
PfHsp40 yeast,4.4,-1.4,-1.2,-0.6,x,-0.3,-1.0,0.3
TcdB inh,x,1.0,0.9,x,1.8,0.7,0.6,-0.2
3CLpro inhibitor,-4.7,5.2,-2.1,-1.1,x,4.6,-5.0,0.3
SSB-PriA inh,0.1,-14.2,-16.9,-12.6,x,-0.6,7.7,0.1
PrPC surface inh,-7.1,-9.5,-6.5,4.4,-2.7,-1.3,3.0,-0.8
Vc quorum ag,-0.1,-0.6,-0.2,-0.5,-0.1,x,i,-0.9

[17] Cc1ccc2c(c1)CCCN2C(=O)c1cc(C)on1
[18] O=c1cc(O)c2c(=O)[nH]c(=O)n(-c3ccccc3)c2[nH]1
[19] COc1ccc(NC(=O)Nc2ccc(F)cc2)cn1
[20] COc1ccc(N2CCN(C(CNC(=O)C(=O)NCc3ccc4c(c3)OCO4)c3ccco3)CC2)cc1 (stereo unspecified)
[21] CC1(C)CC(=O)C=C(Nc2ccccn2)C1
[22] C=Cn1ccnc1P(=S)(c1cc(N(CC)CC)ns1)c1nccn1C=C
[23] CS(=O)(=O)Cc1ccc(C(=O)NNC(=O)c2cc(-c3ccccc3)n[nH]2)cc1
[24] O=S(=O)(c1ccc(-n2cnnn2)cc1)N1CCC(N2CCCCC2)CC1
assay / compound,17,18,19,20,21,22,23,24
Y pestis TopoI,8.5,-4.8,6.2,14.7,3.6,-1.2,-1.3,1.3
BoNT A protease,0.7,0.0,-0.5,0.6,u,0.3,-0.3,-0.5
Anthrax LF prot,1.4,-5.8,8.8,0.6,-0.7,-5.6,-4.3,4.3
PfHsp40 yeast,-1.3,0.0,-1.0,1.3,-1.2,1.5,-0.3,-0.5
TcdB inh,0.1,x,0.3,0.9,x,x,3.3,0.9
3CLpro inhibitor,-3.1,6.0,-0.6,-2.7,-2.4,0.0,x,1.3
SSB-PriA inh,-19.7,-11.3,-2.0,-6.8,-7.3,-4.5,-11.1,0.7
PrPC surface inh,-1.4,2.5,11.4,3.2,-1.4,1.7,4.0,-3.6
Vc quorum ag,i,i,-10.0,-0.1,i,i,-5.0,0.9

# Later entries
no.	smiles	Y pestis TopoI	BoNT A protease	Anthrax LF prot	PfHsp40 yeast	TcdB inh	3CLpro inhibitor	SSB-PriA inh	PrPC surface inh	Vc quorum ag
25	COc1cccc(S(=O)(=O)Nc2ccc(C(=O)N3CCN(C(=O)c4ccco4)CC3)cc2)c1	2.4	4.6	-8.6	-0.4	x	-3.6	19.0&-4.4	-1.1	0.0
26	COc1ccc(CNC(=O)Nc2cccc3ccccc23)cc1	4.2	-1.3	-8.9	-0.6	x	-5.4	1.1	-10.3	-13.8
27	Cc1occc1C(=O)NNC(=O)C1CC1	0.7	-0.6	-5.1	0.5	0.3	-3.4	-1.6	6.0	-0.2
28	O=C(Cc1cccc([N+](=O)[O-])c1)Nc1cccc(C(=O)N2CCCCC2)c1	11.8	-0.6	-0.1	-1.7	1.3	x	-10.0	-0.9	-0.3
29	CCOC(=O)c1sc2nc(N3CCOCC3)c3c(c2c1N)CC(C(C)C)OC3 (stereo unspecified)	-0.8	-0.2	-0.2	1.6	x	0.7	-11.4	3.6	-0.3
30	O=C(Nc1ccccc1Cl)c1ccc2ccccc2c1	-7.4	1.1	11.5	0.1	1.4	-4.5	-22.9	1.5	i
31	O=C(COc1ccccc1)N1CCN=C1SCc1ccc(F)cc1	-2.8	-1.7	-1.2	-0.3	1.2	1.3	-5.8	2.7	-0.3
32	O=C(O)c1c(C(=O)O)c(-c2ccc(F)cc2)n2c1CCC2	2.4	3.0	3.0	-1.5	0.6	-4.0	0.7	-1.7	i
33	COc1ccc2oc(C(=O)OCC(=O)Nc3ccc(C(=O)N(C)C)cc3)c(C)c2c1	10.5	2.0	3.6	1.1	1.2	2.9	-29.9	-3.3	i
34	CC(NC(=O)c1ccccc1Cl)c1nnc(SCC(=O)Nc2ccc(C(=O)O)cc2)n1C (stereo unspecified)	2.4	1.2	-5.8	1.6	x	3.9	-6.6	7.2	-0.8
35	C=CCNC(=O)c1cccc(OC2CCN(CC(C)(C)C)CC2)c1	-2.7	-0.5	-2.3	0.5	1.0	-3.4	-3.4	-3.1	-0.6
36	CC1Cc2ccccc2N1CC(=O)NC(=O)NC1CCCCC1 (stereo unspecified)	6.9	3.9	3.7	0.9	1.5	10.5	27.3	10.7	-0.2
37	COc1ccc(CSC(=S)NNc2ccccc2)cc1	1.0	-0.4	-1.7	x	-4.2	x	x	11.6	-4.8
38	O=C(Cn1cnc2scc(-c3ccc(Br)cc3)c2c1=O)N1CCOCC1	-1.6	0.7	-2.0	0.7	1.5	1.9	-5.9	-0.4	i
39	CCS(=O)(=O)c1cc([N+](=O)[O-])c(Sc2ccccc2NC(C)=O)s1	-6.5	x	x	-0.3	0.4	3.6	1.7	-2.6	-2.3
40	CC(C)(Oc1ccc(Cl)cc1)C(=O)NC1CCCCC1	-11.5	2.5	-3.8	-0.1	-0.5	x	-22.9	-4.5	i
41	COc1ccc(NC(=O)CSc2nc3ccsc3c(=O)n2CCC(=O)O)cc1	2.6	-0.1	1.9	x	0.7	x	x	-5.6	i
42	Cc1ccccc1Nc1nc(N)nc(CSc2nnnn2C)n1	8.3	-0.1	-5.0	-0.1	-0.3	-4.3	-9.8	2.8	i
43	CCNC(=S)Nc1ccc(NC(=O)c2ccccc2O)cc1	-5.2	-0.6	-3.5	-0.2	1.0	0.9	1.0	4.1	i
44	Cc1cc2nnc(SC(C)C)n2c2ccccc12	16.4	-0.4	1.1	-1.3	x	-3.1	-4.5	-3.6	0.4
45	CCC(C(=O)Nc1nnc(-c2ccco2)s1)c1ccccc1 (stereo unspecified)	-7.6	-0.1	-1.7	0.5	x	3.9	2.5	5.8	-0.6
46	COc1ccc(-c2nn(CC(=O)NCCc3ccccc3)c(=S)n2C)cc1	-1.3	-2.0	-1.5	2.3	x	1.8	2.5	-5.5	-0.3
47	O=C(C1=C[C@H](c2coc3ccccc3c2=O)C[C@H](OCc2ccc(CO)cc2)O1)N1CCOCC1	15.4	-0.8	1.3	-1.5	0.1&0.2	-3.4	-5.8	5.8	-0.3
48	CCCCN1CC(N2CCN(C)CC2)CS1(=O)=O (stereo unspecified)	x	0.6	1.2	x	-4.0	x	x	3.3	x
49	Oc1ccc2ccc3cccc[n+]3c2c1	-5.1	1.2	-6.5	-0.9	x	3.6	-1.5	-11.8	i
50	CCN(C(=O)CSc1nnc(-c2ccccc2C)n1C)c1c(N)n(Cc2ccccc2)c(=O)[nH]c1=O	3.8	-0.1	4.9	-0.3	0.6	x	-9.7	0.2	-2.3

# A portion of the library; rates above refer to the full screens.
